# Bioassay records from PubChem BioAssay.
# GLP-1R agonist: GLP-1 receptor (human) agonism; AID 624172; 0.007% of 380,000 active; P43220; HEK293 GLP-1R CRE-luciferase, luminescence, 4-6 h; cells express a hypersensitive GLP-1R form; Potency, µM (titrated, usually from 45.6 µM), for inactives: top-dose activation, actives largely listed as activators; further: potency means the concentration at half of the fitted maximal effect; % of control where 0% means no effect
# Target sequence (P43220 whole entry, looked up): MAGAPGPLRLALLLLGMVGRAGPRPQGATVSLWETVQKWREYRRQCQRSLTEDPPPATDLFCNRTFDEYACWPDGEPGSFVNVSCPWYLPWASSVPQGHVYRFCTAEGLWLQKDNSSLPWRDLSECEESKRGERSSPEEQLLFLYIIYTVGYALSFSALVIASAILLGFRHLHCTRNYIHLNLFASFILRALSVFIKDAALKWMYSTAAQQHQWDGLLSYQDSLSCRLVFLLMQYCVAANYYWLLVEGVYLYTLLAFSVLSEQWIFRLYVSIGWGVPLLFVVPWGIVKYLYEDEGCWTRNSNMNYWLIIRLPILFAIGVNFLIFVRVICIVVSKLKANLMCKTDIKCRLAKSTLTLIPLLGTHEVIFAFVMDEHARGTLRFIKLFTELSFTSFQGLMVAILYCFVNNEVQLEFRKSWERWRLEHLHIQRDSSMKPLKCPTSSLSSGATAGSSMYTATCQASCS
# IL1B secr inh: blocks inflammasome-driven IL-1 beta release; 4.7% of 360,000 active; AID 743279; THP-1 LPS/ATP IL-1B secretion, AlphaLISA, 16 h; active compounds read low; activity change, % at 57.5 µM; in the data active means activity change below about -50%; inconclusive means mostly about -30% to -49%; further: on the % scale 0 is the no-effect control and ±100 the full control effect
#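 Secreted IL-1B measured by AlphaLISA bead assay after 16 h compound exposure of THP-1 cells; compounds (final up to 57.5 uM) added 1 h before LPS (250 ng/mL) and ATP (1.25 mM) stimulation; lower signal means less secretion.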
# SW480 rereplic: induces DNA re-replication in SW480 colon adenocarcinoma cells | SW480 DNA re-replication, Hoechst DNA content imaging, 48 h | Potency, µM (series often up to 46.1 µM), without a hit: at the highest dose re-replication activation, usual class: activators | 1.8% of 340,000 active | AID 624297; further: potency means the concentration at half of the fitted maximal effect; % of control where 0% means no effect; nearly all actives have a fitted effect of over 55% in size
#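 SW480 cells exposed to compounds for 48 hr at 37 C, 5% CO2, then Hoechst-stained 40 min. Nuclear DNA content imaged by fluorescence scanning (405 nm excitation, 500-530 nm emission); re-replication scored as increased high-intensity nuclei.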
# KB-3-1 tox: KB-3-1 parental cell cytotoxicity | 1.4% of 400,000 active | KB-3-1 viability, CellTiter-Glo ATP luminescence, 72 h | Potency, µM (doses to about 46.1 µM), without a hit: top-dose activity change, negative = cytotoxic, hits mostly cytotoxic; further: potency means the concentration at half of the fitted maximal effect; on the % scale 0 is the no-effect control and ±100 the full control effect; nearly all actives have a fitted effect of over 60% in size
#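 Viability of parental KB-3-1 cells, measured by CellTiter-Glo luminescence, followed a 72 h incubation at 37 °C with pinned compounds in phenol-red-free DMEM containing 10% FBS.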
# HT1080 IDH1KD tx: HT-1080 IDH1 knockdown cell toxicity (counter line); HT-1080 IDH1 knockdown viability, ATP luminescence, 48 h; Potency, µM (top dose mostly 46.1 µM), for inactives: top-dose activity, negative = toxicity, actives largely listed as cytotoxic; 2% of 360,000 active; AID 686971;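 further: potency means the concentration at half of the fitted maximal effect; 0% = DMSO wells and -100% = cell-free medium wells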
#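 After a 2 h attachment period, IDH1KD HT-1080 cells took pin-transferred compound for 48 h at 37 °C; ATP-based luminescence after 10 min room-temperature reagent incubation reported viability.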
# DRD3 antagonist: D3 dopamine receptor (human) antagonism; P35462; D3R cells, DiscoveRx beta-arrestin luminescence, antagonist mode; active compounds read low; max response, negative = inhibition, %; 2.5% of 360,000 active; in the data active means max response below about -50%; inconclusive means no clear call, values can overlap the other calls; further: on the % scale 0 is the no-effect control and ±100 the full control effect; mostly tested at two doses, the higher about 12 µM
# Target sequence (P35462 whole entry, looked up): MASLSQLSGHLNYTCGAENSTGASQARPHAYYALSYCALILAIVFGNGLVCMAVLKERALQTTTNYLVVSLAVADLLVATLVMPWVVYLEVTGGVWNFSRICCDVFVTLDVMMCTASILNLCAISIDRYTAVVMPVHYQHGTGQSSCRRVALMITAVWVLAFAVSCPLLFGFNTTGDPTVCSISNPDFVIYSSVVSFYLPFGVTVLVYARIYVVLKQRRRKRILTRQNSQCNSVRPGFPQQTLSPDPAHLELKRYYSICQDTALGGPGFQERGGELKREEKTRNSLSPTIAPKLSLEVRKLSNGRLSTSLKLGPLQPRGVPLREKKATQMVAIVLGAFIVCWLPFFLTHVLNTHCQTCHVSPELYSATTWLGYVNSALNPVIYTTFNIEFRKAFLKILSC
#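 Cells plated overnight at 1500 cells/well, then exposed to library compounds with dopamine controls for 90 minutes at 37 degrees C. DiscoveRx reagent added for 30–60 minutes at room temperature; luminescence read, quantitative HTS format.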
# KB-V1 cytotox: kills drug-selected multidrug resistant KB-V1 cells; KB-V1 MDR cells viability, CellTiter-Glo, 72 h; Potency, µM (highest dose often 46.1 µM), for inactives: top-dose activity change, negative = cytotoxicity, most hits filed as cytotoxic; 3.4% of 400,000 active; AID 1347076; further: potency means the concentration at half of the fitted maximal effect; on the % scale 0 is the no-effect control and ±100 the full control effect; nearly all actives have a fitted effect of over 60% in size
#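 In this primary screen, KB-V1 cells overexpressing P-gp are incubated with library compounds (lowest to highest concentration) for 72 h at 37 degrees C before a luminescent ATP viability read.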
# D3 ag: D3 dopamine receptor (human) agonism | P35462 | D3R DiscoveRx beta-arrestin cells, luminescence, 90 min | max activation, % | 0.58% of 410,000 active; in the data active means max activation above about 30%; further: 0% is about no effect; mostly tested at two doses, the higher about 12 µM
#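 Cells at 1500/well, incubated overnight, then treated with pinned compounds (dopamine as control) for 90 min at 37 degrees C. DiscoveRx reagent added for 30 - 60 minutes at room temperature; luminescence read.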
# HT1080-NT tox: kills 2HG-producing HT-1080-NT fibrosarcoma cells; HT-1080-NT fibrosarcoma viability, CellTiter-Glo ATP luminescence, 48 h; Potency, µM (doses to about 46.1 µM), inactives show at the top dose activity, negative = less viability, actives largely listed as cytotoxic; 1.6% of 360,000 active;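 further: NT is the 2HG producing partner of a matched IDH1 knockdown line; potency means the concentration at half of the fitted maximal effect; 0% = DMSO-treated cells and -100% = media-only wells without cells; nearly all actives have a fitted effect of over 55% in size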
#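 A 48-hour cytotoxicity screen used HT-1080-NT cells plated 2 hours before compound delivery. ATP-based CellTiter-Glo luminescence measured viability, normalized to DMSO and no-cell controls.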
# The depositor's hits bear a star; ? = inconclusive; / = not tested or not shown; & = joins results of further samples. Unless noted, the call rests on the fitted dose curve; in most records, active means well fitted curve in the direction sought with a large enough effect; inconclusive means small, poorly fitted or top-dose-only effect, or another doubt; inactive means no such curve, though single readings can be large; an effect the other way counts as inactive or inconclusive.
nr	structure	GLP-1R agonist	IL1B secr inh	SW480 rereplic	KB-3-1 tox	HT1080 IDH1KD tx	DRD3 antagonist	KB-V1 cytotox	D3 ag	HT1080-NT tox
1	CC(=O)N1c2ccc(S(=O)(=O)NCCC(=O)Nc3ccc(OC(F)(F)F)cc3)cc2CC1C (stereo not drawn)	5.7%	21.0	?	0.8%	-0.5%	20.3	-5.2%	2.0	1.4%
2	CCCOc1ccc(-c2csc(N)n2)cc1[N+](=O)[O-]	6.6%	-28.1	0.5%	-8.7%	10.6%	27.1	0.0%	-9.0	1.1%
3	Cc1nc2ccccc2n1CC(=O)OCC(=O)NCCc1ccccc1	-19.2%	21.2	2.7%	0.4%	8.4%	15.1	0.0%	1.9	13.7%
4	CN(Cc1ccccc1)S(=O)(=O)c1cccc2nsnc12	8.8%	0.0	-1.6%	-10.5%	10.0%	-10.3	-17.5%	9.8	3.4%
5	COc1ccccc1S(=O)(=O)Cc1ccc(C(=O)NCc2ccccc2)o1	5.2%	2.8	2.0%	-10.2%	27.4%	2.6	-13.9%	8.2	16.5%
6	CC(=O)c1cccc(NC(=O)c2cc(-n3cnnc3)ccc2Cl)c1	-17.3%	28.0	-9.1%	4.2%	15.3%	8.7	?	3.8	35.1%
7	Cc1ccc(Cc2c(C3CCCCC3)nc3c(C)cc(Br)cn23)cc1	11.1%	36.5	/	-12.4%	-19.3%	?	-32.8%	-4.4	-10.9%
8	CC(NC(=O)c1cn(C(C)c2ccccc2F)nn1)c1ccncc1 (stereo not drawn)	-0.2%	2.9	2.5%	-0.8%	-3.9%	2.3	4.7%	-1.0	0.0%
9	COC(=O)c1ccc(CNC(=O)C2CCC(=O)N(Cc3ccccn3)C2)cc1 (stereo not drawn)	7.7%	0.0	-2.3%	10.9%	9.1%	-15.7	0.0%	-4.1	2.8%
10	O=C(CNC(=O)Cc1ccccc1)NCC(=O)OCC(=O)c1cccc2ccccc12	-5.2%	10.5	-10.7%	?	11.8%	-13.0	?	0.8	5.3%
11	Nc1ccccc1OCCOc1ccccc1N	1.7%	-23.8	5.1%	4.3%	-8.8%	-26.6	13.4%	1.4	-0.8%
12	COc1cccc(-c2ccc(NC(=O)C3CCCN(Cc4cnc(C)s4)C3)cc2)c1 (stereo not drawn)	16.7%	0.0	-4.7%	-26.4%	-17.4%	17.3	-21.7%	-4.6	-11.0%
13	COc1ccc2nc(N/C(=N/S(=O)(=O)c3cccs3)c3ccccc3Cl)sc2c1	10.2%	15.2	-4.5%	5.3%	-15.0%	-14.6	?	1.3	-13.6%
14	COC(=O)[C@]12CCCCC=C1N(Cc1ccco1)C(=O)[C@H](CC(=O)NCC1CCCCC1)C2	-2.6%	-8.3	/	-5.5%	5.6%	-0.2	6.4%	0.9	17.1%
15	Cc1ccc2nc(SCC(=O)Nc3cccc(Cl)c3)nc(=O)n2c1	10.2%	-21.2	-1.6%	1.2%	1.6%	-6.5	-21.7%	-0.5	-2.8%
16	O=C(c1ccccc1NS(=O)(=O)c1ccc2c(c1)OCCO2)N1CCOCC1	-9.4%	7.1	11.6µM*	-1.7%	3.1%	-4.7	10.8%	1.9	3.1%
17	Cc1cc(C)n2c(Nc3c(C)cccc3C)c(CCc3ccccc3)nc2n1	13.0%	0.0	/	?	-3.9%	18.8	?	1.5	-9.1%
18	C=CCOC(=O)COc1ccc2c(C)c(C)c(=O)oc2c1	11.1%	7.1	-5.7%	4.4%	0.7%	-15.9	-4.1%	-2.4	0.3%
19	COC(=O)c1cnc(SCC(=O)c2ccccc2)n1C	-1.7%	-21.6	10.5%	-3.4%	24.7%	2.1	0.8%	1.1	2.6%
20	CCc1nc2c(OCCOC)cccn2c1N(C)C(=O)c1ccco1	-2.2%	14.7	/	0.0%	24.4%	0.8	4.0%	-7.4	3.9%
21	CC(=O)c1ccc(N2CCN(C(=O)CCS(=O)(=O)c3ccc(C)cc3)CC2)cc1	0.9%	14.4	-1.1%	0.0%	-2.2%	0.0	-3.6%	-1.1	10.1%
22	Cc1ccc(CC(=O)N2CCN(c3ccccc3F)CC2)cc1	5.9%	-15.5	11.6%	-0.7%	7.4%	2.9	14.8%	2.4	8.0%
23	COc1ccc(NC(=O)c2nc[nH]c2C(=O)N[C@@H](CC(C)C)C(=O)OC(C)(C)C)cc1	14.5%	-25.9	-0.6%	?	-19.0%	4.9	?	0.7	-23.7%
24	O=C(NCc1ccccc1)C1COc2ccccc2O1 (stereo not drawn)	-0.8%	8.3	-5.9%	7.4%	-0.2%	14.9	4.4%	-5.2	0.7%
25	O=C(Nc1ccc(C(=O)N2CCCCC2)cc1)C1=CSCCO1	-4.8%	-7.3	16.4%	?	?	2.3	-14.5%	-1.5	-14.4%
26	COc1ccc(CC2(C)OC(c3ccncc3)=NN2C(C)=O)cc1 (stereo not drawn)	-0.6%	14.6	-3.2%	12.8%	11.7%	-6.6	-21.0%	-6.3	1.8%
27	O=C(Cc1ccccc1)NCC(=O)OCC(=O)c1ccc(Cl)c([N+](=O)[O-])c1	0.0%	?	-1.1%	10.1%	1.4%	2.1	17.4%	-21.0	3.9%
28	CCC(=O)Nc1nnc(S(=O)(=O)N2CCCCCC2)s1	-0.2%	-15.4	-6.3%	?	8.4%	0.5	?	2.2&-11.0	1.3%
29	COc1ccc(NC(=O)C[C@H]2C(=O)N(C3CCCCC3)C[C@@H]2c2ccccc2)cc1	-4.6%	27.8	/	-5.7%	12.7%	36.4	-8.4%	1.4	-4.4%
30	O=C(Nc1ccccc1C(F)(F)F)c1ccsc1	-2.0%	-0.7	?	5.7%	14.5%	18.1	-0.1%	-0.5	14.1%

# Reformatted: 2 of the compounds above
18	C=CCOC(=O)COc1ccc2c(C)c(C)c(=O)oc2c1
4	CN(Cc1ccccc1)S(=O)(=O)c1cccc2nsnc12
screen / no. | 18 | 4
GLP-1R agonist | 11.1% | 8.8%
IL1B secr inh | 7.1 | 0.0
SW480 rereplic | -5.7% | -1.6%
KB-3-1 tox | 4.4% | -10.5%
HT1080 IDH1KD tx | 0.7% | 10.0%
DRD3 antagonist | -15.9 | -10.3
KB-V1 cytotox | -4.1% | -17.5%
D3 ag | -2.4 | 9.8
HT1080-NT tox | 0.3% | 3.4%

# The listing continues.
nr	structure	GLP-1R agonist	IL1B secr inh	SW480 rereplic	KB-3-1 tox	HT1080 IDH1KD tx	DRD3 antagonist	KB-V1 cytotox	D3 ag	HT1080-NT tox
31	O=C(Nc1ccc2c(c1)OCCO2)c1ccco1	-12.8%	-23.3	-9.3%	-0.4%	?	-12.0	-0.1%	-7.8	-27.7%
32	CCO[C@@H]1OC(C(=O)N2CCN(Cc3ccc4c(c3)OCO4)CC2)=C[C@H](c2ccc(C(F)(F)F)cc2)[C@H]1CCCO	0.3%	-60.1*	-13.2%	?	?	-23.3	25.9µM*	9.9	?
33	Cc1cc([N+](=O)[O-])nn1CC(=O)N/N=C/c1ccc(O)cc1O	-2.6%	249.2	?	?	?	18.7	-18.6%	10.9	?
34	CC1CCN(C(=O)CN(c2ccc(Oc3ccccc3)cc2)S(C)(=O)=O)CC1	-5.5%	7.9	3.6%	-28.4%	-15.5%	0.0	?	0.2	4.6%
35	COc1ccc(-n2c(SCC(=O)Nc3ccccc3)nnc2-c2ccoc2C)cc1	2.2%	-14.4	3.8%	-6.8%	-2.0%	0.4	?	-3.2	-1.0%
36	CC(NC(=O)c1cc(S(=O)(=O)N2CCOCC2)ccc1F)c1ccc(-n2ccnc2)cc1 (stereo not drawn)	11.4%	-8.0	19.5%	-14.2%	-2.2%	22.9	-2.2%	11.8	0.5%
37	C[C@@H]1CN([C@@H](C)CO)C(=O)c2c(c3ccccc3n2C)-c2ccccc2CO[C@H]1CN(C)S(=O)(=O)c1ccc(C#N)cc1	-0.5%	-21.0	/	-6.3%	-27.8%	15.9	-11.5%	-4.7	-15.3%
38	CCCCn1c(N)c(N(CCOC)C(=O)COc2ccc(OCC)cc2)c(=O)[nH]c1=O	-7.7%	10.2	-3.3%	14.6%	6.5%	7.3	-4.9%	2.8	2.9%
39	CCSc1nc2sc3c(c2c(=O)n1-c1ccccc1)CCN(C(C)C)C3	-1.1%	-26.8	-1.3%	0.3%	24.0%	0.5	-4.8%	-6.6	19.9%
40	CC(C)CN1CCN=C1Nc1ccccc1	-4.0%	9.7	1.7%	?	17.0%	-14.1	-6.8%	-1.7	12.9%
41	O=C1CCCc2nc(N3CCN(c4ccccc4)CC3)ncc21	23.4%	-2.0	0.8%	-1.8%	2.5%	8.5	-15.4%	2.0	19.4%
42	CCOC(CNC(=O)C1CCN(S(=O)(=O)c2ccc3nc4c(c(C(=O)O)c3c2)CC(C)CC4)CC1)OCC (stereo not drawn)	-6.3%	17.4	19.1%	1.9%	4.8%	3.0	7.3%	3.1	3.8%
43	COC(=O)C1(C)COP(=O)(Nc2ccc(OC)cc2)OC1 (stereo not drawn)	1.3%	23.8	/	3.3%	3.1%	0.0	-3.5%	-6.0	10.8%
44	Cc1ccc(CNC(=O)c2ccc(Cn3c(=O)c4ccccc4n(CC(=O)Nc4c(C)cc(C)cc4C)c3=O)cc2)cc1	0.4%	/	/	-24.1%	/	/	6.6%	-6.5	/
45	CC(Oc1ccccc1Cl)C(=O)N(Cc1ccco1)C1CCS(=O)(=O)C1 (stereo not drawn)	-0.2%	7.4	-5.6%	-4.8%	16.1%	-7.4	0.0%	-15.2	5.8%
46	CN1CCN(c2nc(-c3cccs3)nc3ccccc23)CC1	11.1%	-59.0*	?	-2.5%	-21.9%	-1.6	-11.0%	-8.3	?
47	COc1ccc(C2NCCc3c2[nH]c2ccccc32)cc1CN1CCc2cc(OC)c(OC)cc2C1C (stereo not drawn)	9.8%	0.0	?	-3.3%	?	-11.6	2.2%	-12.1	18.4µM*
48	Nc1cc(=O)[nH]c(SCc2cccc(Cl)c2)n1	-12.1%	84.3	6.8%	1.3%	-7.8%	16.9	-0.2%	-3.3	-3.1%
49	CCOC(=O)C(Cc1ccccc1)NC(=O)CCc1nnc2ccc(N3CCCC3)nn12 (stereo not drawn)	11.5%	-5.6	-2.2%	21.1%	4.5%	9.8	11.4%	3.3	-2.1%
